# NS3 helicase inh = HCV NS3 helicase inhibition; NS3 helicase DNA unwinding, Cy5 molecular beacon fluorescence; inhibition, % at 10.9 µM; actives 0.56% (n = 290,000);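 active = inhibition above the mean of all tested compounds plus 3 SD, set per campaign, cut at about 35% in these data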;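 also: 0% = DMSO wells and 100% = thioflavine S control wells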
#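 Compound dosing – single dose, 10.9 µM nominal final, DMSO 0.8% final · System – NS3 helicase fragment of HCV · Buffer or medium – MOPS pH 6.5, MgCl2, DTT, Tween20, BSA · Signal – Cy5 beacon fluorescence read at start and 1 h · Also added – annealed dual-labelled DNA beacon duplex, ATP-started · Schedule – 1 h at 25 °C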
# VIM-2 inh = blocks Pseudomonas aeruginosa VIM-2 metallo-beta-lactamase; inhibition, % at 5.6 µM; actives 0.89% (n = 290,000); AID 1527; purified VIM-2, nitrocefin hydrolysis, epi-absorbance fluorescence;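 active = inhibition above the mean of all tested compounds plus 3 SD, cutoff set per screening run, cut at about 7.5% in these data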;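 also: red hydrolysis product quenches plate fluorescence so inhibitors raise well fluorescence; 0% = enzyme with DMSO and 100% = DMSO without enzyme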
# IDE act = IDE (human) activation, cell-based; P14735; HEK cells, FAbeta-B cleavage, fluorescence polarization; 0% vehicle, 100% cell-free pure enzyme wells; activation, % at 5.96 µM; actives 0.073% (n = 340,000); AID 493087;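 active = activation above the mean of all tested compounds plus 3 SD, set per screening campaign, cut at about 17% in these data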
# IMP-1 inhibitor = inhibitors of Pseudomonas aeruginosa IMP-1 metallo-beta-lactamase | actives 0.45% (n = 290,000) | purified IMP-1, nitrocefin hydrolysis, epi-absorbance fluorescence | inhibition, % at 5.6 µM;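 active = inhibition above the mean plus 3 SD of all compounds in the same screening run, cut at about 4.5% in these data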;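 also: 0% = IMP-1 with DMSO and 100% = DMSO wells lacking enzyme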
#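 Assay system: purified recombinant IMP-1 beta-lactamase. Input: IMP-1 0.2 nM before substrate addition. Buffer or medium: Zinc- and detergent-supplemented HEPES buffer, pH 7.1. Schedule: 25 °C, 15 min preincubation, 25 min reaction. Signal: Epi-absorbance fluorescence, 480 nm excitation, 530 nm emission. Evaluation: percent inhibition from optical density relative to buffer-blank wells.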
# p-CIP stab down = lowers stability of the mouse p/CIP coactivator protein; F442A p/CIP-EGFP cells, EGFP fluorescence, 16 h; AID 1984; actives 0.01% (n = 290,000); Q05BA5; decrease of EGFP signal, % at 10 µM;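 active = EGFP signal decrease of at least 30% at 10 µM or well 3 SD below plate mean, unless failing retest; inactive = the rest, including hits failing retest or dose response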; also: some compounds called inactive have numbers as strong as hits; many of its hits are not listed in these tables
# GalR3 antag = blocks the human galanin receptor 3 | AID 651719 | inhibition, % at 3 µM | HEK293 GalR3-CNG cAMP membrane potential fluorescence; galR3 body fused to GalR1 C-terminus | O60755 | actives 0.44% (n = 360,000);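 active = inhibition above the screen-wide average plus 3 SD, cut at about 13% in these data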;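 also: forskolin and galanin both at EC90 stimulate the cells; cAMP rise reported by CNG channel membrane potential dye signal; 0% = forskolin plus galanin with DMSO and 100% = forskolin alone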
# Target sequence (O60755 1-299 limits assumed): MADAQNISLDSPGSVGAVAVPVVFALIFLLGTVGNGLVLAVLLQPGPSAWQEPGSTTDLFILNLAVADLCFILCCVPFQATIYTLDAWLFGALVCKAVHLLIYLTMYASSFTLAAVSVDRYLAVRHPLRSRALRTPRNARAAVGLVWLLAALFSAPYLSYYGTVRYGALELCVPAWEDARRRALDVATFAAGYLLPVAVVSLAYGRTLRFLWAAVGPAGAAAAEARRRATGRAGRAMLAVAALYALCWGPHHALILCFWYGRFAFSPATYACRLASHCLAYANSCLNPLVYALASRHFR
# SUMO HTRF inh = SUMOylation inhibition; P63279; HTRF SUMOylation assay, SAE1/SAE2 + UBC9, in vitro; inhibition, % at 35 µM; actives 0.36% (n = 290,000); in the data active = inhibition above about 50%, passing the limit was not always enough; also: strong numbers were not always called active
# Target sequence (P63279 whole entry, looked up): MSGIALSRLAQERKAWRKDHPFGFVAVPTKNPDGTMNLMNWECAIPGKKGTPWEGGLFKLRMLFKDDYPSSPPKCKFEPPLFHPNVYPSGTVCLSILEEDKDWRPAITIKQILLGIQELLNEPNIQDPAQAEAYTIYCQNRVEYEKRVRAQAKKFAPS
# IDE cell inh = inhibits human insulin-degrading enzyme in HEK cells; AID 434962; inhibition, % at 5.59 µM; actives 0.41% (n = 320,000); FAbetaB cleavage, fluorescence polarization;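 active = percent inhibition above the average of all tested compounds plus 3 SD, set per screening campaign, cut at about 16% in these data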;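 also: IDE supplied by intact live HEK cells; FP after avidin binding of uncleaved biotin substrate so inhibition keeps polarization high; 0% = DMSO wells and 100% = 60 µM reference IDE inhibitor Ii1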
# CRFR2-BP antag = CRF-BP/CRF-R2 complex antagonism. AID 588475. inhibition, % at 11.8 µM. actives 0.59% (n = 350,000). HEK293 CRF-R2/CRF-BP, CRF-induced calcium fluorescence;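 active = inhibition of the ligand-induced calcium signal above about 50% at the single tested concentration, limit read from the data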
# An asterisk follows results filed as active; / = not tested or not shown.
SMILES,NS3 helicase inh,VIM-2 inh,IDE act,IMP-1 inhibitor,p-CIP stab down,GalR3 antag,SUMO HTRF inh,IDE cell inh,CRFR2-BP antag
Cc1ccccc1OCCCC(=O)Nc1ccc(S(=O)(=O)Nc2onc(C)c2C)cc1,13.9,-2.6,-0.3,-2.0,1.6,-6.5,-5.6,2.6,-3.4
O=C(CNC(=O)c1cccs1)N/N=C/c1ccc(O)cc1O,0.1,-3.5,7.2,-2.6,-2.3,-2.7,3.0,-3.9,3.6
CNC(=S)N(CCCN(C)C)Cc1cc2cc3c(cc2[nH]c1=O)OCCO3,1.4,0.2,5.3,-0.6,-0.4,-9.1,13.1,0.6,6.3
COc1cc(/C=N/NC(=O)c2ccncc2)ccc1OCC(=O)Nc1ccccc1,5.5,1.7,3.8,-1.9,5.3,-7.4,11.1,1.4,-2.6
O=C(NCC(=O)N(Cc1cccs1)C(C(=O)NC1CCCC1)c1ccco1)c1cccs1 (stereo unspecified),4.7,-2.7,-3.9,-3.3,2.1,5.9,-1.6,0.7,-12.0
CCN(CC)S(=O)(=O)c1ccc(C(=O)NCc2nnc(SCC(=O)OC)n2C)cc1,1.0,-2.4,-7.3,-2.4,-10.9,-3.6,12.7,-2.2,-16.1
S=C(Nc1ccc(Br)cc1Cl)N1CCC2(CC1)OCCO2,-0.8,-3.3,-3.4,-0.9,-10.0,-6.4,18.4,-0.2,23.2
COc1ccc(OC)c(NC(=O)C(Sc2ccccc2)c2ccccc2)c1 (stereo unspecified),-4.5,-3.4,2.4,-3.1,-2.5,-0.1,-15.6,-1.2,3.7
O=C(CSc1nc2scc(-c3ccccc3)c2c(=O)[nH]1)N1CCCCC1,11.7,-1.6,1.6,-3.6,-4.1,3.5,2.6,6.5,34.7
COCCNC(=O)CN(C(=O)CCC(=O)Nc1cc(C)on1)c1ccccc1C,8.5,-1.8,-0.4,-3.6,-1.4,-8.6,7.7,-0.4,19.2
COc1ccc(CN(C(=O)c2cc3ccccc3oc2=O)C2CCCCC2)cc1OC,-11.5,-2.0,-2.7,-3.6,8.3,-5.2,15.4,-0.6,2.6
CCOC(=O)N1CCN(C(=O)CSc2nc(-c3cccc(C)c3)ns2)CC1,-1.1,-1.7,-6.0,-1.7,-2.9,-2.1,24.8,4.7,37.8
Clc1ncc(CSc2ccccc2)s1,-11.5,-1.6,-1.0,-0.9,-5.9,0.5,5.5,-2.5,12.9
CN(C)S(=O)(=O)c1ccc(C(=O)Nc2ccccc2F)cc1,3.7,-1.9,5.2,-3.0,-14.9,/,-2.0,0.3,17.6
CCc1c(C)c2ccc(O)c(CN(C)C)c2oc1=O,-0.7,-0.8,3.4,-5.7,-12.6,-7.1,44.5,-1.8,-3.8
COc1ccc(N2CCN(CCNS(=O)(=O)c3cccc4nsnc34)CC2)cc1,-2.2,-1.1,5.6,-1.7,-7.1,-1.5,-3.7,/,1.7
COc1ccc(NC(=O)CC(C)c2ccccc2)c([N+](=O)[O-])c1 (stereo unspecified),1.6,-2.3,-3.4,-1.1,-6.1,-4.4,-0.8,-0.9,-1.1
COc1cc(/C=C(/NC(=O)c2ccccc2Cl)C(=O)O)cc(OC)c1OC,1.0,-4.3,3.7,-1.6,-13.6,3.7,2.8,2.9,-10.3
C=CCn1c(SCC(=O)Nc2cc(OC)c(NC(=O)c3ccco3)cc2OC)nnc1-c1ccncc1,-1.6,-1.7,1.1,-2.8,7.2,2.6,-12.8,-5.1,4.9
CN(C)CCN(CC1CCCN(Cc2ccccc2F)C1)C(=O)c1ccc(F)cc1 (stereo unspecified),-2.2,-0.5,3.9,0.0,18.2,-1.8,-1.9,4.7,-3.0
CS(=O)(=O)N1CCc2cc(S(=O)(=O)N3CCCCC3)ccc21,-5.4,-1.7,4.4,-2.5,2.9,-5.2,6.3,8.6,-0.5
C=CCn1c(C)cc(C(=O)CSc2nnc3c(Cl)cc(Cl)cn23)c1C,-1.2,-1.8,5.1,-2.3,-5.8,2.8,19.7,-0.8,7.7
Clc1ccccc1CNCC1CCCO1 (stereo unspecified),13.8,-1.7,0.7,-3.2,-3.2,2.2,13.4,4.2,1.4
CC(C)c1ccc2[nH]c3nc(SCC(=O)N4CCOCC4)nnc3c2c1,3.0,1.6,2.0,-0.9,-7.8,-5.9,12.5,0.8,-5.0
Cc1ccc2[nH]c(=O)c(CN(Cc3ccco3)S(=O)(=O)c3c(C)ccc4nsnc34)cc2c1,-1.9,-0.1,7.3,-4.6,-5.8,-3.9,21.2,2.1,-9.0

# 13 structures out of the list, sorted by count of non-hydrogen atoms, ascending.
SMILES,NS3 helicase inh,VIM-2 inh,IDE act,IMP-1 inhibitor,p-CIP stab down,GalR3 antag,SUMO HTRF inh,IDE cell inh,CRFR2-BP antag
Clc1ncc(CSc2ccccc2)s1,-11.5,-1.6,-1.0,-0.9,-5.9,0.5,5.5,-2.5,12.9
CCc1c(C)c2ccc(O)c(CN(C)C)c2oc1=O,-0.7,-0.8,3.4,-5.7,-12.6,-7.1,44.5,-1.8,-3.8
S=C(Nc1ccc(Br)cc1Cl)N1CCC2(CC1)OCCO2,-0.8,-3.3,-3.4,-0.9,-10.0,-6.4,18.4,-0.2,23.2
CN(C)S(=O)(=O)c1ccc(C(=O)Nc2ccccc2F)cc1,3.7,-1.9,5.2,-3.0,-14.9,/,-2.0,0.3,17.6
COc1ccc(NC(=O)CC(C)c2ccccc2)c([N+](=O)[O-])c1 (stereo unspecified),1.6,-2.3,-3.4,-1.1,-6.1,-4.4,-0.8,-0.9,-1.1
O=C(CSc1nc2scc(-c3ccccc3)c2c(=O)[nH]1)N1CCCCC1,11.7,-1.6,1.6,-3.6,-4.1,3.5,2.6,6.5,34.7
COc1ccc(OC)c(NC(=O)C(Sc2ccccc2)c2ccccc2)c1 (stereo unspecified),-4.5,-3.4,2.4,-3.1,-2.5,-0.1,-15.6,-1.2,3.7
COCCNC(=O)CN(C(=O)CCC(=O)Nc1cc(C)on1)c1ccccc1C,8.5,-1.8,-0.4,-3.6,-1.4,-8.6,7.7,-0.4,19.2
CCN(CC)S(=O)(=O)c1ccc(C(=O)NCc2nnc(SCC(=O)OC)n2C)cc1,1.0,-2.4,-7.3,-2.4,-10.9,-3.6,12.7,-2.2,-16.1
COc1ccc(CN(C(=O)c2cc3ccccc3oc2=O)C2CCCCC2)cc1OC,-11.5,-2.0,-2.7,-3.6,8.3,-5.2,15.4,-0.6,2.6
O=C(NCC(=O)N(Cc1cccs1)C(C(=O)NC1CCCC1)c1ccco1)c1cccs1 (stereo unspecified),4.7,-2.7,-3.9,-3.3,2.1,5.9,-1.6,0.7,-12.0
Cc1ccc2[nH]c(=O)c(CN(Cc3ccco3)S(=O)(=O)c3c(C)ccc4nsnc34)cc2c1,-1.9,-0.1,7.3,-4.6,-5.8,-3.9,21.2,2.1,-9.0
C=CCn1c(SCC(=O)Nc2cc(OC)c(NC(=O)c3ccco3)cc2OC)nnc1-c1ccncc1,-1.6,-1.7,1.1,-2.8,7.2,2.6,-12.8,-5.1,4.9

# Additional entries.
SMILES,NS3 helicase inh,VIM-2 inh,IDE act,IMP-1 inhibitor,p-CIP stab down,GalR3 antag,SUMO HTRF inh,IDE cell inh,CRFR2-BP antag
Cc1ccc(/C=C/C(=O)c2ccc(N3CCOCC3)cc2)s1,-4.2,0.9,-0.2,-0.7,22.2,-3.8,-77.6,0.1,0.8
Cn1nc(C(=O)NNC(=O)C2CSC3(C)CCC(=O)N23)c2ccccc2c1=O (stereo unspecified),/,/,5.2,/,/,-6.5,/,4.0,-2.8
COc1ccc(NC(=O)C2CCCN2C(=O)NC2CCCCC2)cc1 (stereo unspecified),16.8,-3.5,-0.6,-3.2,-6.2,-10.2,-1.9,5.3,10.0
CC(C)(C)OC(=O)N1CCC[C@H]1c1nnc(SCc2ccccc2)o1,-3.6,-0.5,/,-2.1,-22.2,-3.9,7.4,-4.6,-15.6
O=C(CSc1nnc2ccccn12)NCc1ccco1,-0.7,-1.0,2.6,0.6,-4.3,-3.8,-21.1,2.4,2.8
O=c1[nH]cnc2nn(-c3ccccc3)nc12,6.2,-1.8,3.6,-2.2,3.1,-0.3,10.8,-2.3,-0.3
Cc1ccc(Cl)cc1N1CCN(Cc2nnnn2C2CCCCC2)CC1,-3.4,-3.8,0.4,-0.8,-9.6,-2.5,-14.1,7.6,-15.8
Cc1cc(N2CCN(c3ncccn3)CC2)nc2c(C)cccc12,-20.3,0.4,2.1,-1.8,-11.0,-7.7,-9.6,-0.6,-2.8
C=CCSc1nnc(NC(=O)c2ccc(N3CCCC3=O)cc2)s1,/,/,3.4,/,/,-3.9,/,0.9,-3.7
C=CCc1ccc(OCC(O)CN2CCc3ccccc3C2)c(OC)c1 (stereo unspecified),-32.0,-0.2,2.1,-1.2,3.8,-10.1,4.4,-0.4,6.0
O=C(C1CCCCC1)N(Cc1nc2sc3c(c2c(=O)[nH]1)CCCC3)Cc1cccs1,1.0,-3.5,0.6,-1.9,6.0,-0.6,0.1,-0.4,-21.7
COC(=O)CNC(=O)C(NC(=O)c1ccc(Cl)cc1)C(C)C (stereo unspecified),2.3,0.0,0.6,-1.6,-10.0,-4.8,28.3,4.5,18.3
CC(C)(C)OC(=O)N1CCC(c2c(C(=O)NC3CC3)cnn2-c2ccccc2)CC1,13.7,0.3,-0.1,0.1,2.2,-5.7,-0.6,5.8,-5.4
CCn1c(-c2cc3ccccc3cc2O)n[nH]c1=S,8.5,-7.9,-4.5,0.8,2.2,-5.1,29.1,9.8,5.1
NNc1nc2sc3c(c2c(=O)n1C1CCCCC1)CCN(Cc1ccccc1)C3,-12.7,-4.2,3.1,-0.8,-7.7,-1.1,3.2,7.6,16.5
CC1=CC(=O)C=C(C)C1=NOS(=O)(=O)c1ccccc1,13.8,-0.6,-4.4,2.0,8.9,-1.5,-12.7,/,-3.1
COc1ccc(N2CCN(Cc3cc(=O)c(OCC(=O)NC4CCCC4)co3)CC2)cc1,/,/,2.0,/,/,-3.5,/,-3.5,-2.7
CC(C)(CNS(=O)(=O)c1ccc2ccccc2c1)N1CCOCC1,/,/,1.0,/,/,-3.6,/,-0.9,-8.6
CC(=O)Nc1ccc(NC(=O)C2CCCN2/C=C/C(=O)C(F)(F)F)cc1 (stereo unspecified),-10.9,-1.4,2.6,-0.5,-8.1,2.1,7.3,-7.2,-3.0
CCCC[C@H]1COCCS(=O)(=O)N1Cc1cccc([N+](=O)[O-])c1,-4.3,-1.5,5.5,-3.8,-4.4,-1.2,-0.2,6.1,-3.0
O=C(N/N=C/c1ccccn1)c1cccc(NC(=O)c2ccccc2Cl)c1,2.8,-2.6,3.7,-4.3,-8.2,-8.0,18.4,-0.6,-2.5
O=C(O)C1CCN(C(=O)COc2ccc3c4c(c(=O)oc3c2)CCCC4)CC1,-9.8,0.5,0.4,0.0,-0.5,0.1,17.4,6.4,10.9
